Screens deposited in PubChem BioAssay by several laboratories.
AGP1-GFP MLPCN: yeast TOR pathway AGP1-GFP modulation | 320,000 tested, 0.02% active | GFP response vs DMSO, % at 10 µM | S. cerevisiae AGP1-GFP multiplex flow cytometry, 3 h; GFP as percent of DMSO wells;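 active = GFP response relative to DMSO above a set limit, near screen average plus 3 SD, cut at about 150% in these data; inconclusive = fewer than 70 cells counted for the yeast strain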;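 note: median GFP channel fluorescence of the gated AGP1 strain per well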
CIT2 TOR yeast: alters CIT2-GFP fluorescence in TOR pathway yeast screen; 320,000 tested, 0.065% active; S. cerevisiae CIT2-GFP strain, flow cytometry, 3 h; 100 means same as DMSO wells; GFP response vs DMSO, % at 10 µM;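 active = GFP response relative to DMSO above a set limit, near the screen mean plus 3 SD, cut at about 150% in these data; inconclusive = Fewer than 70 cells measured for a yeast strain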;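 note: ratio of well median GFP fluorescence to mean of DMSO wells on the plate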
RPL19A-GFP yeast: modulators of TOR pathway RPL19A-GFP in S. cerevisiae; S. cerevisiae RPL19A-GFP strain, flow cytometry, 3 h; hits give low values; percent response vs DMSO, % at 10 µM; 330,000 tested, 0.3% active; AID 2025;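 active = percent response vs DMSO below 50%; inconclusive = fewer than 70 events counted for the yeast strain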;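 note: median channel GFP fluorescence of the barcoded RPL19A-GFP strain; ratio of sample median GFP to plate DMSO average so 100% = DMSO; lower means less RPL19A-GFP as with rapamycin TOR inhibition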
proCasp3 act: activators of human procaspase-3; recombinant procaspase-3 D3A, Ac-DEVD-pNA absorbance 405 nm; 330,000 tested, 0.11% active; P42574; AID 463141; activation, % at 8.5 µM;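 active = activation above the mean of all tested compounds plus 3 SD, cut at about 21% in these data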;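 note: 0% = DMSO alone and 100% = DMSO wells spiked with extra 5 µM PC-3 D3A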
Target sequence (P42574 whole entry D9A/D28A/D175A): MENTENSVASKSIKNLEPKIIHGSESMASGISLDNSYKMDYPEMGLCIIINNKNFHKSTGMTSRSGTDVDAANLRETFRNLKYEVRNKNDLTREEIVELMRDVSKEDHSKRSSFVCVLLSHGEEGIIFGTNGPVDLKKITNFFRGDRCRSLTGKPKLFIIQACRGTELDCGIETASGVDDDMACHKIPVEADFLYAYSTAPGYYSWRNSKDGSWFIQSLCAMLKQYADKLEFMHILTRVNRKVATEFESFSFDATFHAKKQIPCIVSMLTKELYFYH
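Assay system – Procaspase-3 D3A mutant, all three cleavage aspartates alanine · Controls – DMSO-only low control, 5 µM PC-3 D3A high control · Schedule – 1 h compound preincubation, 2 h substrate hydrolysis at 25 °C · Signal – 405 nm absorbance of p-nitroaniline, reads at 0 and 120 min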
LAP4 TOR yeast: yeast TOR pathway LAP4-GFP modulation. S. cerevisiae LAP4-GFP multiplex, flow cytometry GFP, 3 h; median GFP as percent of DMSO wells. GFP response vs DMSO, % at 10 µM. 320,000 tested, 0.34% active;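 active = GFP response vs DMSO above a set limit, about the screen mean plus 3 SD, cut at about 150% in these data; inconclusive = under 70 cell events counted for the yeast strain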
AHR activator: activates the human aryl hydrocarbon receptor; 320,000 tested, 2.5% active; activation, % at 5 µM; AHR-responsive luciferase reporter cells, luminescence; in the data active = activation above about 47%;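 note: 0% = vehicle wells and 100% = reference agonist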
MEP2-GFP yeast: yeast TOR pathway MEP2-GFP modulation; S. cerevisiae MEP2-GFP strain, flow cytometry GFP, 3 h; 100% = DMSO control level; GFP response vs DMSO, % at 10 µM; 330,000 tested, 0.51% active; AID 2016;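 active = GFP response versus DMSO above a set limit, roughly screen mean plus 3 SD, cut at about 180% in these data; inconclusive = fewer than 70 cells counted for a yeast strain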;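 note: median GFP fluorescence of the barcode-gated MEP2-GFP cells per well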
proCasp7 act: counter-screen for procaspase-3 activators: activators of human procaspase-7; P55210; recombinant procaspase-7, Ac-DEVD-pNA absorbance 405 nm; D23A/D198A/D206A triple mutant, cannot self-cleave; scale: DMSO 0, 5 µM enzyme 100; activation, % at 8.5 µM; 330,000 tested, 0.093% active; AID 463210;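 active = percent activation above the screen-wide mean plus 3 SD, cut at about 25% in these data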
Target sequence (P55210 whole entry D23A/D198A/D206A): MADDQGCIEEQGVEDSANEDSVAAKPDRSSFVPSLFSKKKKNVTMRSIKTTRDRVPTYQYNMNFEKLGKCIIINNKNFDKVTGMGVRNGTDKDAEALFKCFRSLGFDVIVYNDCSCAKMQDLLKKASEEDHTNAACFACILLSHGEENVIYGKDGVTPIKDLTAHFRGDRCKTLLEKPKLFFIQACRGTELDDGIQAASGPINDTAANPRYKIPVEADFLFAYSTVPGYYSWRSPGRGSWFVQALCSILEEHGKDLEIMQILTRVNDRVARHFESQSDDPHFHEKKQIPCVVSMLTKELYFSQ
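Assay system – Uncleavable procaspase-7 mutant enzyme · Quantity – 2 µM procaspase-7 mutant as dispensed · Times – 1 h preincubation, 2 h reaction · Dosing – single nominal 8.5 µM compound dose, 0.8% DMSO final · Buffer or medium – Zinc-free 50 mM HEPES buffer, pH 7.4, with NaCl and Triton X-100 · Detection – Epi-absorbance of released pNA at 405 nm, two timepoints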
Numbers without * were called inactive; ? = inconclusive; · = no result given; [ ] = dose if it differs, or a comment.

1. C=CCOn1c(C)c(C(C)=O)c2c3no[n+]([O-])c3ccc21
2. Nc1nc(NCCO)nc(NC2CCCCC2)c1[N+](=O)[O-]
3. COc1cccc2sc(=NC(=O)CCS(=O)(=O)c3ccc(C)cc3)n(C)c12
4. CC(C)N(C(=O)[C@H]1CC(CC(=O)NCCC2=CCCCC2)C(=O)N2CCc3c([nH]c4ccccc34)[C@]12C)C(C)C (stereo partly specified)
5. COCCNC(=O)C(c1cccs1)N(C(=O)Cn1nnc2ccccc21)c1ccc(OC)cc1 (stereo unspecified)
6. CCCCn1c(O)c(/C=C2\C=Nc3ccccc32)c(=O)[nH]c1=O
7. Cc1ccc(NC(=O)OCCN2CCN(Cc3ccccc3)CCC2=O)cc1
8. COc1ccccc1OCc1cc(C(=O)N2CC3C[C@@H]4CC2C[C@H](C3)C4)no1
Assay by compound,1,2,3,4,5,6,7,8
AGP1-GFP MLPCN,90,91,103,91,92,105,88,101
CIT2 TOR yeast,84,98,91,89,89,108,95,103
RPL19A-GFP yeast,92,104,99,99,95,101,104,100
proCasp3 act,3,4,6,6,-4,-14,6,8
LAP4 TOR yeast,106,89,114,100,92,109,109,96
AHR activator,111*,3,4,-1,3,15,0,16
MEP2-GFP yeast,100,107,98,99,99,109,90,110
proCasp7 act,-6,-2,12,6,-4,-12,4,8

9. O=C(c1ccccc1)[C@@H]1[C@@H]2C(=O)N(c3ccc(F)cc3)C(=O)[C@@H]2C2CCCN21 (stereo partly specified)
10. COc1ccc(CCNC(=O)COc2nsnc2N2CCOCC2)cc1OC
11. CC(=O)Nc1ccc(S(=O)(=O)NCCC(=O)NNC(=O)c2ccncc2)cc1
12. c1ccc(CSc2ccc3nnc(-c4ccccn4)n3n2)cc1
13. Cc1csc(NC(=O)Cc2ccccc2[N+](=O)[O-])n1
14. COc1ccc(/C=C2\SC(=Nc3ccccc3)NC2=O)cc1
15. Cc1ccccc1NC(=S)NC(NC(=O)N(C)C)C(Cl)(Cl)Cl (stereo unspecified)
16. O=C(COC(=O)c1cc(=O)[nH]c(=O)[nH]1)Nc1ccccc1F
Assay by compound,9,10,11,12,13,14,15,16
AGP1-GFP MLPCN,102,95,116,112,86,102,103,105
CIT2 TOR yeast,100,96,105,110,90,100,102,95
RPL19A-GFP yeast,97,99,106,94,93,104,102,95
proCasp3 act,-12,5,9,12,-6,·,1,7
LAP4 TOR yeast,114,91,109,107,76,95,104,111
AHR activator,8,0,1,4,17,·,4,0
MEP2-GFP yeast,103,97,101,108,91,107,104,98
proCasp7 act,-5,-1,-3,9,-10,·,-1,11

17. Cc1nnc(NC(=O)C2CCCN2S(=O)(=O)c2ccc(Cl)cc2)s1 (stereo unspecified)
18. COc1ccccc1C(CNc1ncnc2sc(C)c(C)c12)N(C)C (stereo unspecified)
19. CC(C)Cc1nnc(NC(=O)c2cccc(S(=O)(=O)N3CCOCC3)c2)s1
20. O=c1[nH]ncc(N/N=C/c2ccccc2)c1Cl
21. Cc1nnc(SCC(=O)Nc2ccc(Br)cn2)[nH]c1=O
22. N#Cc1nc(-c2ccc(OCc3ccccc3)cc2)oc1NCCCN1CCOCC1
23. O=C(NCc1ccc(OC(F)(F)F)cc1)C1CC2Cn3c(nc4ccccc43)C2N1c1ccccc1 (stereo unspecified)
24. Cc1ccc(CS(=O)(=O)c2cn(CC(=O)Nc3ccon3)c3ccccc23)cc1
Assay by compound,17,18,19,20,21,22,23,24
AGP1-GFP MLPCN,101,101,98,·,104,100,78,101
CIT2 TOR yeast,102,99,101,110,?,98,69,82
RPL19A-GFP yeast,104,104,98,106,94,95,95,92
proCasp3 act,6,-1,-3,1,-4,0,10,11
LAP4 TOR yeast,90,85,101,103,?,116,123,97
AHR activator,0,8,5,-1,2,0,2,1
MEP2-GFP yeast,104,96,98,103,91[may fluoresce red and violet],108,93,92
proCasp7 act,12,11,3,5,9,7,9,0

25. COc1cc(C2NC(=O)NC(C)=C2C(=O)OC2CCCC(C)C2)ccc1O (stereo unspecified)
26. O=C(Nc1ccc2nc3n(c(=O)c2c1)CCCCC3)C(=O)N1CCN(c2ccccc2F)CC1
27. COc1ccc(NC(=O)Nc2ccc(N3CCCC3=O)cc2)cc1OC
28. O=S(=O)(/C=C/c1ccccc1)N1CCN(Cc2ccccc2)CC1
29. C=C1N(c2cccc(Cl)c2)C(=O)OC1(C)C
30. CCCC(=O)NCCc1nc2ccccc2n1C
31. CS(=O)(=O)N(CC(=O)N1CCc2ccccc2C1)c1ccc2c(c1)OCO2
32. CCCc1nc(SCc2ccc(OCC)cc2)n[nH]1
Assay by compound,25,26,27,28,29,30,31,32
AGP1-GFP MLPCN,100,105,99,95,99,100,99,95
CIT2 TOR yeast,99,104,107,91,99,104,99,105
RPL19A-GFP yeast,98,104,98,93,97,100,96,103
proCasp3 act,-3,-5,-1,4,-3,12,15,-1
LAP4 TOR yeast,89,101,100,113,99,95,95,99
AHR activator,-1,0,-3,1,1,-2,4,16
MEP2-GFP yeast,100,100,98,99,99,104,99,98
proCasp7 act,6,3,-20,-8,8,8,0,-12

33. COCCCn1nnnc1SCC(=O)Nc1nc2ccccc2s1
34. CC1=NN(C(=O)COc2ccccc2C)C(O)(c2ccc(Cl)cc2)C1 (stereo unspecified)
35. COc1ccc(CC(NC(C)=O)C(=O)NC2CCN(C(=O)C3CCCCC3)CC2)c(OC)c1 (stereo unspecified)
36. O=C(CCNC(=O)C1CCN(S(=O)(=O)c2ccccc2)CC1)NCc1ccccc1Cl
37. Cc1ccc(C)c(OCc2nc3ccc(S(=O)(=O)Nc4c(C)n(C)n(-c5ccccc5)c4=O)cc3[nH]2)c1
38. CCN(CC(=O)NC1CCCCC1)S(=O)(=O)c1ccc(Cl)cc1
39. O=C(COC(=O)c1n[nH]c2ccccc12)c1ccc(F)c(F)c1
40. Cc1cccc(NCc2cc(Cl)ccc2O)n1
Assay by compound,33,34,35,36,37,38,39,40
AGP1-GFP MLPCN,102,103,107,100,103,91,108,110
CIT2 TOR yeast,105,103,109,95,112,95,98,102
RPL19A-GFP yeast,103,103,103,99,99,95,100,97
proCasp3 act,-2,-2,-1,-3,2,7,7,2
LAP4 TOR yeast,102,96,87,98,109,90,106,113
AHR activator,112*,8,1,-1,7,0,12,-2
MEP2-GFP yeast,108,105,99,102,96,97,100,116
proCasp7 act,4,4,11,4,1,5,9,3

7 entries drawn at random from those above:
35. COc1ccc(CC(NC(C)=O)C(=O)NC2CCN(C(=O)C3CCCCC3)CC2)c(OC)c1 (stereo unspecified)
37. Cc1ccc(C)c(OCc2nc3ccc(S(=O)(=O)Nc4c(C)n(C)n(-c5ccccc5)c4=O)cc3[nH]2)c1
40. Cc1cccc(NCc2cc(Cl)ccc2O)n1
38. CCN(CC(=O)NC1CCCCC1)S(=O)(=O)c1ccc(Cl)cc1
33. COCCCn1nnnc1SCC(=O)Nc1nc2ccccc2s1
36. O=C(CCNC(=O)C1CCN(S(=O)(=O)c2ccccc2)CC1)NCc1ccccc1Cl
39. O=C(COC(=O)c1n[nH]c2ccccc12)c1ccc(F)c(F)c1
Assay by compound,35,37,40,38,33,36,39
AGP1-GFP MLPCN,107,103,110,91,102,100,108
CIT2 TOR yeast,109,112,102,95,105,95,98
RPL19A-GFP yeast,103,99,97,95,103,99,100
proCasp3 act,-1,2,2,7,-2,-3,7
LAP4 TOR yeast,87,109,113,90,102,98,106
AHR activator,1,7,-2,0,112*,-1,12
MEP2-GFP yeast,99,96,116,97,108,102,100
proCasp7 act,11,1,3,5,4,4,9

More entries:
41. O=C(Nc1ncc2c(n1)-c1ccccc1CC2)c1ccc(F)cc1
42. COc1sc(SC)cc1/C=N/NC(=O)c1ccncc1
43. COc1ccc(N2CCN(CCCNC(=O)CCC(=O)N3CCOc4ccc(Cl)cc43)CC2)cc1
44. O=C(CN1CCc2ccccc21)Nc1ccc2c(c1)OCCCO2
45. CCOC(=O)Cc1csc(SCC(=O)Nc2sc3c(c2C(N)=O)CCC3)n1
46. COc1ccc(Cl)cc1NC(=O)COC(=O)CNC(=O)C1CCCCC1
47. COc1cccc(C2C(C(=O)c3cc4ccccc4o3)=C(O)C(=O)N2c2cc(C)on2)c1 (stereo unspecified)
48. CCn1ncc(C2=NOC(C(=O)NCc3ccc(Cl)cc3)C2)c1C (stereo unspecified)
Assay by compound,41,42,43,44,45,46,47,48
AGP1-GFP MLPCN,109,102,103,98,96,96,98,100
CIT2 TOR yeast,100,97,101,96,90,81,96,99
RPL19A-GFP yeast,104,101,96,93,95,93,102,97
proCasp3 act,-5,-5,11,8,-7,-6,-3,3
LAP4 TOR yeast,104,97,106,105,95,98,104,95
AHR activator,65*,11,1,23,0,3,3,3
MEP2-GFP yeast,118,99,100,96,88,94,104,96
proCasp7 act,18,1,6,-3,-2,0,-30,3

49. COc1ccc(OC)c(NC(=S)N(CCc2c(C)[nH]c3ccccc23)Cc2cccs2)c1
50. CCOC(=O)/C(=N\Nc1ccc(OC)cc1)c1csc(Nc2ccccc2)n1
51. CCn1c(N2CCN(C(=O)Nc3ccc(F)cc3)CC2)nc2ccccc21
52. CCc1noc(C)c1C(=O)N1CC(C)SC1=Nc1ccc(Cl)cc1 (stereo unspecified)
53. CCc1c(C(=O)N2CCN(c3ccccc3F)CC2)[nH]c(C)c1C(C)=O
54. NS(=O)(=O)c1ccc2nc(NC(=O)Nc3ccccc3F)sc2c1
55. S=c1nc(C2CCCCC2)[nH]c2ccccc12
56. Cc1cc(CN2CCCC(C(=O)Nc3cccc(-n4cccn4)c3)C2)cc(C)c1O (stereo unspecified)
Assay by compound,49,50,51,52,53,54,55,56
AGP1-GFP MLPCN,106,95,97,104,104,99,96,100
CIT2 TOR yeast,107,94,108,107,109,99,97,98
RPL19A-GFP yeast,104,94,90,103,102,99,99,99
proCasp3 act,1,-4,2,-6,6,12,-2,8
LAP4 TOR yeast,108,107,104,113,107,102,91,85
AHR activator,50*,9,-9,7,2,-2,1,33
MEP2-GFP yeast,100,95,104,110,111,102,99,103
proCasp7 act,-7,0,5,6,11,5,-3,-3

57. C=C(C)CNC(=S)NNC(=O)CCn1c2cc(Cl)ccc2c2ccc(Cl)cc21
58. COc1ccc(Cl)cc1Nc1nc(-c2cccnc2)cs1
59. CCN(CC)S(=O)(=O)c1ccc2[nH]cc(C(=O)NCCN3CCCCCC3)c(=O)c2c1
60. CC(=O)c1ccc(NC(=O)Nc2ncn(Cc3cccc(C)c3)n2)cc1
61. COc1ccc(-c2csc(N=C(N)N)n2)cc1
62. Cc1cccc(Nc2nc(-c3cccs3)cs2)n1
Assay by compound,57,58,59,60,61,62
AGP1-GFP MLPCN,98,99,94,103,103,102
CIT2 TOR yeast,97,104,92,112,89,106
RPL19A-GFP yeast,95,104,93,103,104,90
proCasp3 act,1,-7,-1,-2,0,-4
LAP4 TOR yeast,101,91,95,98,92,133
AHR activator,1,19,-2,8,13,87*
MEP2-GFP yeast,103,110,97,100,108,98
proCasp7 act,1,-1,1,0,-7,6
